Peg3 imprint: genomic imprint erasure induction. actives 0.02% (n = 110,000). mouse ES Peg3-LacZ reporter, beta-gal luminescence, 40 h. Potency, µM (highest dose often 60.7 µM), inactives show top-dose activity change, positive = activation, actives largely listed as activators;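 also: 0% = negative control wells on the plate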
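Imprint erasure is scored as LacZ activity from the silenced maternal Peg3 allele in feeder-free female ES cells cultured 40 h with LIF. Luminescence is normalized to in-plate negative controls and fitted to the Hill equation.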
IkB signaling: suppresses IkB signaling in ABC-DLBCL reporter cells; ABC-DLBCL IkBa-CBG/CBR dual luciferase ratio, 4 h; response scale: scaled: untreated 0%, proteasome inhibitor 100%; Potency, µM (highest dose often 57.1 µM), without a hit: at the highest dose IkBa stabilization activation; actives 0.04% (n = 110,000); AID 445; active = well fitted curve in the direction sought with a large enough effect in the signal ratio, not every such curve was filed as active; inconclusive = small, poorly fitted or top-dose-only effect, or a change in a side signal; the % refers to the signal ratio;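 also: the direction sought is a rising ratio; 0% = basal untreated cells and 100% = reference inhibitor full response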
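In this assay, an IκBα–CBG68 fusion accumulates when IKK-driven degradation is blocked; native CBR normalizes for cell number. OCI-Ly3 cells were treated 4 h with compound and doxycycline, then green and red light read after Chroma-Glo addition.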
p53ts 39C tox: cytotoxicity in p53ts cells at nonpermissive temperature | H1299-p53A138V viability at 39C, ATP luminescence, 24 h | Potency, µM (titrated, usually from 46.1 µM), for the others: top-dose activity change, negative = cell killing, usual class: cytotoxic | actives 1.5% (n = 130,000) | AID 902; also: nearly all actives have a fitted effect of over 55% in size
p53ts 32C tox: p53ts cell cytotoxicity, permissive temperature; H1299-p53A138V at 32C, ATP luminescence viability, 24 h; actives 0.93% (n = 130,000); Potency, µM (titrated, usually from 46.1 µM), for inactives: at the highest dose activity change, negative = cytotoxicity, hits mostly cytotoxic;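 also: 0% = DMSO and -100% = full killing by reference compound; nearly all actives have a fitted effect of over 55% in size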
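Cells: H1299 p53ts (A138V), 600/well, pre-incubated 16–30 h at 37C. Cpd up to 46 uM, 24 h, 32C. Readout: ATPlite luminescence, 20 min RT. Normalization: DMSO vs tamoxifen 100 uM. AC50 by Hill equation.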
The depositor's hits bear a star; ? = inconclusive; / = not tested or not shown; [ ] = remark or other dose. Unless noted, calls follow the shape of the dose curve; as a rule, active = well fitted curve in the direction sought with a large enough effect; inconclusive = small, poorly fitted or top-dose-only effect, or another doubt; inactive = no such curve, though single readings can be large; an effect the other way counts as inactive or inconclusive. Unless noted, % is scaled to controls: 0 for no effect and ±100 for the full control effect; potency is read from the fitted curve at half-maximal effect. Random draw from the library, and some 1.7% of all compounds hit somewhere here.

SMILES | Peg3 imprint | IkB signaling | p53ts 39C tox | p53ts 32C tox
O=C(NCc1cccs1)C1CCCN1C(=O)Nc1ccccc1 (configuration not stated) | 17% | 2.5% | -6% | -7%
O=C(Cn1cnc2c(nnn2Cc2ccccc2)c1=O)N1CCCc2ccccc21 | -2% | 1.0% | 6% | 9%
NC(=O)c1ccsc1NC(=O)COc1ccccc1 | -88%[inhibitor] | ? | ? | ?
Cc1nc(NC2=NCN(Cc3cccnc3)CN2)nc2c(C)cccc12 | -10% | -0.3% | 0% | 3%
CC(=O)N1C2CCCCC2S[C@H]2CCCCC21 (some centres not stated) | -9% | 0.2% | 8% | 1%
CC(=O)NC1C2CN3CCN(C2)CC1(Cc1ccccc1)C3 (configuration not stated) | 0% | 2.1% | 9% | 2%
N#Cc1c(NC(=O)CSc2nnc(-c3ccncc3)n2CC2CCCO2)sc2c1CCCC2 (configuration not stated) | -13% | 0.0% | -4% | -5%
COc1ccccc1CN(C(=O)c1ccco1)C(C(=O)NC1CCCC1)c1ccncc1 (configuration not stated) | -9% | 1.7% | -12% | -5%
CC(C)CC(=O)Nc1nc2c(s1)CC(C(C)(C)C)CC2 (configuration not stated) | 9%[10.9 µM] | -0.2% | -9% | -10%
COc1cc(C(=O)N2CCC(c3nc(-c4cccnc4)no3)CC2)cc(OC)c1OC | -8% | -0.3% | 2% | 2%
NS(=O)(=O)c1ccc(C(=O)O)cc1 | -5%[10.9 µM] | -0.3%[11.4 µM] | 13%[9.22 µM] | 1%[9.22 µM]
CCn1ncc(Br)c1C(=O)Nc1cc(C)ccc1F | -2% | -0.3% | -1% | 2%
Cc1ccc(NC(=O)Cn2c(=O)n(CCCS(=O)(=O)C3CCCCC3)c(=O)c3ccccc32)cc1F | -6%[10.9 µM] | ? | -1% | -3%
CCOc1ccc(NC(=O)CCS(=O)(=O)c2cccc3nonc23)cc1 | -4%[10.9 µM] | -3.3% | 4% | 6%
CC(=O)Oc1cccc(N2C(=O)C3C4C=CC(C4)C3C2=O)c1 (configuration not stated) | -1% | 0.9% | 2% | 0%
COc1ccc(-n2c(=O)c3c(c4cc(OC)ccc4n3C)n(Cc3cc(C)ccc3C)c2=O)cc1 | -9%[10.9 µM] | 0.3% | ? | -3%
Cc1ccc(C(=O)N(c2ccccn2)C(C)c2ccco2)cc1 (configuration not stated) | -19% | 0.0% | -10% | -3%
CC(C)N1CC23C=CC(O2)C(C(=O)OCc2ccccc2)C3C1=O (configuration not stated) | 2% | 3.8% | -2% | -6%
O=C(CSc1nc(=O)n(Cc2ccco2)c2c1CCC2)NCc1ccc(Cl)cc1 | -7%[10.9 µM] | ? | -1% | 2%
O=C(CSc1n[nH]c(-c2ccccc2)n1)c1ccc(O)c(O)c1 | -16% | 2.9% | -25% | -14%
CSc1cccc(-n2nnc(-c3nsc(NC(=O)c4cccs4)n3)c2C)c1 | -36%[inhibitor][10.9 µM] | -3.0% | 13µM* | 1%
O=C(COC(=O)C1CCCCC1)Nc1ccc(N2CCCCC2)cc1 | 2% | -0.3% | -2% | -10%
COc1cc(SC)ccc1C(=O)OC1CCOC1=O (configuration not stated) | -1% | -0.4% | -6% | -5%
Cc1cccc(C)c1NC(=O)C(c1ccccc1)N1CCN(C(=O)c2ccco2)CC1 (configuration not stated) | 6% | 2.4% | 1% | -8%
COc1ccc(C(=O)NCc2ccc3c(c2)CCN3C(=O)c2ccc(Cl)cc2)c(OC)c1 | ? | ? | -15% | -6%
Cc1ccc(Cn2nnc3c(=O)n(CC(=O)OCc4ccccc4)cnc32)cc1 | -8% | ? | -6% | 9%
CC(C)NC(=O)CN1C(=O)C(=O)c2ccccc21 | / | / | 22% | -3%
CCN(Cc1ccc(OC)cc1)c1ccc(-c2nc(-c3ccncc3)no2)cc1[N+](=O)[O-] | -17%[10.9 µM] | 2.0% | -4% | -8%
N#CC1=C(N)Oc2c(ccc3cccnc23)C1c1cccnc1 (configuration not stated) | -18% | ? | ? | ?
Cc1cc(=O)n(Cc2cccc(Cl)c2)c2c1c(C)nn2C | 6%[10.9 µM] | -0.7% | ? | -7%
COc1cc(NS(=O)(=O)c2ccc(F)cc2)c(OC)cc1NC(C)=O | 1% | 1.8% | 9% | 2%
CCN(CC)c1ccc(NC(=O)c2sc3nc4c(cc3c2N)CN(C)CC4)cc1 | 5%[10.9 µM] | -2.3% | 14% | -11%
CC(C)N(Cc1nc(-c2ccccc2)no1)C(=O)CN1C(=O)c2ccccc2C1=O | 0% | 1.0% | 6% | 4%
O=C(Nc1ccccc1)N(Cc1cccs1)c1ccc(F)cc1 | -12%[10.9 µM] | -2.1% | 18% | -1%
Cc1ccc(C)c(N2CCN(C(=O)c3cccc(-n4c(C)nc5cccnc54)c3)CC2)c1 | -12%[10.9 µM] | ? | -12% | 5%
CCOC(=O)Cn1nnc(-c2cccc(OC)c2)n1 | -12% | -1.8% | 1% | -4%
COc1ccccc1N1CCN(CCN(C(=O)C2CCCCC2)c2ccccn2)CC1 | -7% | 4.6% | -14% | -12%
O=C(NCCc1ccc(F)cc1)C(=O)NCC(c1ccc2c(c1)OCO2)N1CCOCC1 (configuration not stated) | ? | 0.4% | 8% | 3%
O=C(COc1ccc(S(=O)(=O)NC2CCCCC2)cc1)N1CCN(c2ccc(F)cc2)CC1 | -1% | ? | 23% | 34%[activator]
COC(=O)c1c(C)oc2ccc(N(C(=O)c3ccncc3)S(=O)(=O)c3ccc(Br)cc3)cc12 | -19%[10.9 µM] | ? | 43%[activator] | 36%[activator]
COc1ccc(OC)c(CNC(=O)c2cc3c(-c4ccc(OC)c(OC)c4)nn(C)c3s2)c1 | -4%[10.9 µM] | ? | 23% | 3%
CCOC(OCC)P(=O)(c1ccccc1)c1ccccc1 | -6% | -1.0% | 1% | -11%
O=C(c1cccs1)N1CCN(C(=O)c2ccco2)c2ccccc2C1 | -12% | -1.0% | -2% | 19%
CCCCCCS(=O)Cc1ccccc1 (configuration not stated) | -7% | 0.8% | 7% | 6%
COc1ccc(C)cc1-n1nnnc1SCC(=O)NNC(=O)c1ccc([N+](=O)[O-])cc1 | / | / | -9% | 20%
C[C@H](Br)C(=O)c1ccc2cc(Br)c3ccccc3c2c1 | 26%[10.9 µM] | -1.8%[11.4 µM] | -9%[9.22 µM] | 2%[9.22 µM]
CN(C)c1ccc(C(CNC(=O)c2ccc(C(C)(C)C)cc2)N2CCCC2)cc1 (configuration not stated) | -16%[10.9 µM] | ? | -26% | -4%
Cn1nnnc1P(=O)(c1ccccc1)c1ccccc1 | 1% | 0.2% | -6% | -2%
Cc1cccc(-n2ncc3c(NCc4cccs4)ncnc32)c1 | -21% | 5.2% | -10% | -7%
CSc1nn(CC(=O)Nc2ccccc2F)c(N)c1S(=O)(=O)c1ccccc1 | -13%[10.9 µM] | -1.9% | -1% | -6%
Cc1cc(C)n2cc(CSCc3ccco3)nc2n1 | -1% | 0.3% | -1% | 3%
COC(=O)Cn1ncn2c(cc3oc(C)cc32)c1=O | -16% | -2.5% | ? | ?
COc1cccc(N2CCN(Cc3nc(N)nc(Nc4ccccc4)n3)CC2)c1 | -14% | -0.6% | -5% | -12%
CCOc1ccc(OCc2ccc(C(=O)N3CCCC3)o2)cc1 | -30% | ? | 7% | -7%
CCNc1nc(NC(C)C)nc(OCCOC(=O)Nc2ccccc2)n1 | / | / | -9% | -4%
CCOc1ccc(CCNC(=O)c2cc3c(=O)n(C)c4ccccc4c3n2C)cc1OCC | -13%[10.9 µM] | -0.2% | ? | 3%
CCC(=O)Nc1ccc2nc(SCC(=O)N3CCCC3)sc2c1 | -8% | -1.0% | 3% | 2%
Cc1ccc(C)c(CSc2c(C(C)C)cnc3c2c(=O)n(C)c(=O)n3C)c1 | 28%[10.9 µM] | 1.2% | 4% | -14%
Cc1ccc2c(CC(=O)Nc3c(C(=O)c4ccc(F)cc4)oc4ccccc34)coc2c1C | ? | -2.3% | 20% | 4%
Nc1c(S(=O)(=O)c2cccc(Cl)c2)c2nc3ccccc3nc2n1/N=C/c1ccc(O)c(O)c1 | -33%[inhibitor] | ? | 11% | -24%

A run of entries from the list above:
SMILES | Peg3 imprint | IkB signaling | p53ts 39C tox | p53ts 32C tox
CCN(CC)c1ccc(NC(=O)c2sc3nc4c(cc3c2N)CN(C)CC4)cc1 | 5%[10.9 µM] | -2.3% | 14% | -11%
CC(C)N(Cc1nc(-c2ccccc2)no1)C(=O)CN1C(=O)c2ccccc2C1=O | 0% | 1.0% | 6% | 4%
O=C(Nc1ccccc1)N(Cc1cccs1)c1ccc(F)cc1 | -12%[10.9 µM] | -2.1% | 18% | -1%
Cc1ccc(C)c(N2CCN(C(=O)c3cccc(-n4c(C)nc5cccnc54)c3)CC2)c1 | -12%[10.9 µM] | ? | -12% | 5%
CCOC(=O)Cn1nnc(-c2cccc(OC)c2)n1 | -12% | -1.8% | 1% | -4%
COc1ccccc1N1CCN(CCN(C(=O)C2CCCCC2)c2ccccn2)CC1 | -7% | 4.6% | -14% | -12%
O=C(NCCc1ccc(F)cc1)C(=O)NCC(c1ccc2c(c1)OCO2)N1CCOCC1 (configuration not stated) | ? | 0.4% | 8% | 3%
O=C(COc1ccc(S(=O)(=O)NC2CCCCC2)cc1)N1CCN(c2ccc(F)cc2)CC1 | -1% | ? | 23% | 34%[activator]
COC(=O)c1c(C)oc2ccc(N(C(=O)c3ccncc3)S(=O)(=O)c3ccc(Br)cc3)cc12 | -19%[10.9 µM] | ? | 43%[activator] | 36%[activator]
COc1ccc(OC)c(CNC(=O)c2cc3c(-c4ccc(OC)c(OC)c4)nn(C)c3s2)c1 | -4%[10.9 µM] | ? | 23% | 3%
CCOC(OCC)P(=O)(c1ccccc1)c1ccccc1 | -6% | -1.0% | 1% | -11%

(listing goes on)
SMILES | Peg3 imprint | IkB signaling | p53ts 39C tox | p53ts 32C tox
COc1ccc(-c2n[nH]c(C)c2-c2ccc(OC)c(OC)c2)c(O)c1 | -23% | -2.2% | -3% | 1%
Cc1oc2ncnc(N3CCCCC3)c2c1C(=O)Nc1cccc(F)c1 | 1%[10.9 µM] | -0.4% | -12% | -4%
CCOC(=O)c1c(NC(=O)c2c(Br)cnn2CC)sc(C)c1C | / | / | 4% | 8%
Cn1nc(-c2ccc(N3CCCCC3)c(NC(=O)c3ccc(Cl)cc3)c2)c2ccccc2c1=O | -11%[10.9 µM] | 6.3% | 13% | 2%
CC(CNC(=O)c1ccc(Br)o1)NC(=O)c1ccc(Br)o1 (configuration not stated) | -11% | 3.5% | -4% | -5%
Cc1ccc(C(=O)CNc2nc3c(c(=O)[nH]c(=O)n3C)n2Cc2ccccc2)cc1 | -2% | 0.0% | -2% | 0%
CCc1ccccc1NC(=O)C1CCN(S(=O)(=O)c2ccccc2)CC1 | -1%[10.9 µM] | -0.4% | 1% | -2%
CC(CN1CCOCC1)OC(=O)COc1ccc(F)cc1 (configuration not stated) | -9% | -0.2% | 11% | -9%
COc1ccc(C2(N3CCN(c4cccc(C)c4C)CC3)C(=O)c3ccccc3C2=O)cc1 | -8%[10.9 µM] | 4.4% | -9% | 1%
CC(C)(C)OC(=O)N1CCC(c2c(C(=O)N3CCc4ccccc4C3)cnn2-c2ccc(Cl)cc2)CC1 | -3%[10.9 µM] | ? | 16% | 23%
Cc1ccc(NC(=S)N=Nc2c(O)n(C)c3ccc(S(=O)(=O)N4CCOCC4)cc23)cc1 | / | / | 2% | -10%
Cc1ccc(S(=O)(=O)N(C)Cc2ccc(-c3nnco3)cc2)cc1 | -23% | 2.6% | 2% | -1%
Cc1ccc2c(c1)N(C(=O)c1ccc(F)cc1)C(C)(C)CC2(C)c1ccccc1 (configuration not stated) | -15%[10.9 µM] | ? | -7% | 17%
CCOC(=O)C1=C(C)NC(=O)NC1c1c(OCC(=O)N2CCCCC2)ccc2ccccc12 (configuration not stated) | -9% | -0.2% | 13% | 5%
CCOC(=O)N1CCN(C(=O)CCC(=O)N2CCOc3ccc(C)cc32)CC1 | 2% | 1.0% | 1% | -15%
C=CCc1ccccc1OCC(O)CNC (configuration not stated) | 13% | 4.8% | 1% | -6%
CCOc1ccccc1NC(=O)c1c(NC(=O)COc2ccccc2)sc2c1CCCC2 | 5%[10.9 µM] | ? | 21% | 5%
CC(C)NC(=O)[C@@H]1C[C@@]1(C)[C@@H](NC(=O)OCc1ccccc1)c1ccccc1 | -10% | / | -9% | 0%
